zVAD death inh – inhibitors of zVAD-triggered necroptosis, primary screen, L929 cells. viability rescue, % at 10 µM. 220,000 tested, 0.38% active. L929 zVAD necroptosis rescue, ATP luminescence, 24 h; with zVAD 60 µM;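 active means activation, scaled between plate controls, above about 75%, limit read from the data; inactive means activation under that limit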;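 further: 0% = zVAD with DMSO and 100% = DMSO alone without zVAD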
p47phox inh – p47phox/p22phox peptide binding inhibitors, primary screen, biochemical, uHTS, NADPH oxidase regulatory subunit; fluorescence polarization, 2 h; inhibition, % at 24.7 µM; 220,000 tested, 0.53% active;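 active means inhibition above about 30%, limit read from the data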;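 further: 0% = p47phox with labelled peptide and 100% = labelled peptide alone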
Runt-CBFb FRET – inhibitors of RUNX1 Runt–CBFb binding, primary screen, biochemical, FRET, Cerulean-Runt, Venus-CBFb, uHTS; 220,000 tested, 0.46% active; Runt-related transcription factor 1 (Homo sapiens) + Core-binding factor subunit beta …; Cerulean-Runt/Venus-CBFb FRET ratio 530/480, 1 h; inhibition, % at 20 µM; AID 1496, 2009;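 active means inhibition over about 50% at 20 µM in the single-dose screen, limit read from the data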;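 further: 0% = DMSO wells and 100% = excess unlabeled CBFb competitor control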
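test system = Cerulean-tagged RUNX1 Runt domain (FRET donor) fusion protein | reagent = Venus-CBFb binding partner, 100 nM | incubation = protein complex preformed 1 h, compound exposure 1 h, room temperature, dark | detection = FRET fluorescence | read-out basis = loss of energy transfer signal | controls = 5 µM unlabeled CBFb as full-inhibition high control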
EBV gp42 block – Epstein-Barr virus gp42 inhibitors, primary screen, biochemical, uHTS, fluorescence polarization. inhibition, % (tested at 21.74 µM). Glycoprotein 42 (Epstein-Barr virus (strain AG876)), Q1HVG2. Fluorescence polarization binding assay, mP read-out. 220,000 tested, 0.42% active; in the data active means inhibition above about 50%
14-3-3 Bad inh – inhibitors of 14-3-3 zeta/Bad binding, primary screen, biochemical, TR-FRET, bovine 14-3-3 zeta | inhibition, % at 21.7 µM | 14-3-3 protein zeta/delta (Bos taurus), P63103 | TR-FRET 14-3-3zeta/Dy647-pBad peptide displacement, 1 h | 220,000 tested, 0.71% active;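 active means inhibition above about 70%, limit read from the data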;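 further: 0% = full 14-3-3 plus peptide FRET controls and 100% = background without 14-3-3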
Tb hexokinase – Trypanosoma brucei hexokinase 1 inhibitors, primary screen, biochemical, G6PDH-coupled NADH absorbance, MLSCN library; hexokinase 1 [Trypanosoma brucei]; recombinant TbHK1, G6PDH-coupled NADH A340; 220,000 tested, 0.11% active; inhibition, % at 10 µM;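 active means inhibition of 50% or more in the single-dose primary screen; inactive means inhibition below 50%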
Hck Nef HTS – inhibitors of Nef-activated human Hck kinase, primary screen, biochemical, Z-Lyte FRET, 384-well, Hck-YEEI. Tyrosine-protein kinase HCK (Homo sapiens), P08631. Recombinant Hck-YEEI plus Nef, Z-Lyte FRET kinase assay. inhibition, % at 20 µM. 220,000 tested, 0.68% active;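 active means Hck-Nef kinase inhibition above about 50%, limit read from the data; inactive means inhibition below that limit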;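 further: 0% = DMSO with Hck plus Nef and 100% = Hck alone without Nef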
Runt-SMMHC FRET – inhibitors of RUNX1 Runt–CBFb-SMMHC binding, primary screen, biochemical, FRET, Cerulean-Runt, Venus-CBFb-SMMHC, uHTS. Runt-related transcription factor 1 (Homo sapiens) + Core-binding factor subunit beta …. 220,000 tested, 0.74% active. Cerulean-Runt/Venus-CBFb-SMMHC FRET ratio 530/480, 1 h. inhibition, % at 20 µM. AID 1434, 2008;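 active means mean inhibition across duplicate retests at 20 µM reaching about 50%, limit read from the data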;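 further: 0% = DMSO wells and 100% = wells with excess untagged CBFb-SMMHC; inhibitors lower the FRET ratio by blocking Runt binding to CBFb-SMMHC; some results filed as inactive read as strong as hits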
* marks the source's active call; other numbers are inactive results; & = joins results of further samples. This is a subset; the hit share may differ from the screen's.

SMILES | zVAD death inh | p47phox inh | Runt-CBFb FRET | EBV gp42 block | 14-3-3 Bad inh | Tb hexokinase | Hck Nef HTS | Runt-SMMHC FRET
CC[C@@H]1C(=O)OC[C@@H]1Cc1cncn1C | -0.8&2.7 | 2&0&4 | 0&1 | -3&-11&-13 | 7&3&0 | 5&-4 | -7&-3 | -1&2

Assay outcomes from PubChem BioAssay.
